RGS4 inhibitor: human RGS4 inhibition. P49798. Transcreener GDP fluorescence polarization, RGS4-accelerated GTP hydrolysis. Potency, µM (highest dose often 114 µM), without a hit: top-dose activity change, negative = inhibition, actives largely listed as inhibitors. actives 0.039% (n = 390,000). AID 504845; note: % is set by controls: 0 for no effect and ±100 for the full control effect; nearly all actives have a fitted effect of over 75% in size; some results filed as inactive show a strong effect at the top dose
Target sequence (P49798 whole entry, looked up): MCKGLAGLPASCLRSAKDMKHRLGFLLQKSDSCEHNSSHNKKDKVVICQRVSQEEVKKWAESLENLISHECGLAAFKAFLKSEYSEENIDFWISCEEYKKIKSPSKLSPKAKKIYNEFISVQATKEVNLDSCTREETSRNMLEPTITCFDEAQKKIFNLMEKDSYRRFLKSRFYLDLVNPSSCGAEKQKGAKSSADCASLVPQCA
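MLSMR compounds (23 nl, pin-transferred) preincubated 10 min at room temperature with a 500nM (2x) first reagent, then RGS4 at 900nM (2x) plus Transcreener GDP mix added; fluorescence polarization (620/688 nm) read before and after 90 min at 30 °C.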
ALOX12 inh: inhibitors of human 12S-lipoxygenase ALOX12; P18054; AID 1671190; purified 12hLO, xylenol orange hydroperoxide absorbance; actives 1.1% (n = 580,000); Potency, µM (doses to about 108 µM), for inactives: at the highest dose activity change, negative = inhibition, usual class: inhibitors; note: % is set by controls: 0 for no effect and ±100 for the full control effect
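Purified human 12hLO (150 nM final) in 25 mM Hepes, 0.01% Triton X-100, pH 7.0 was preincubated 15 min at room temperature with compound. Then 40 uM arachidonic acid was added, 30 min. Hydroperoxide was read by Fe-XO absorbance ratio 573/405 nm.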
IDH1 R132H inh: inhibitors of human mutant IDH1 R132H. actives 0.093% (n = 390,000). IDH1-R132H enzyme, NADPH consumption, diaphorase/resazurin fluorescence. O75874. AID 602179. Potency, µM (titrated, usually from 76.6 µM), for the others: at the highest dose activity change, negative = inhibition, most hits filed as inhibitors; note: % is set by controls: 0 for no effect and ±100 for the full control effect; nearly all actives have a fitted effect of over 65% in size
Target sequence (O75874 whole entry R132H, stated change not applied): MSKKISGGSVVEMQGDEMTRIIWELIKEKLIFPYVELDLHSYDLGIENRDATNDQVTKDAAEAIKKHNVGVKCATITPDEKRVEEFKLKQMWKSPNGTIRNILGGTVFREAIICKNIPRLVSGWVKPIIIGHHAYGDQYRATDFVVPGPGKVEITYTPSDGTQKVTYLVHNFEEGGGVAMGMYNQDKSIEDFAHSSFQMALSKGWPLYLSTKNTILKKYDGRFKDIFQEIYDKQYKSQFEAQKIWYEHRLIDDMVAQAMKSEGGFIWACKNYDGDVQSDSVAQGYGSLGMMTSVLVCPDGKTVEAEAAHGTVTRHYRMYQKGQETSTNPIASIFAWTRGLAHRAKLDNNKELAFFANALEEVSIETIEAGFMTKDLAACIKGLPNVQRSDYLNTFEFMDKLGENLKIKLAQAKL
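IDH1-R132H (0.5 ug/mL dispensed) in pH 7.5 Tris buffer was preincubated 30 min with compound, then given a substrate mix of 0.016 mM NADPH and 2 mM alpha-KG for 80 min at room temperature; remaining NADPH was read by diaphorase/resazurin fluorescence.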
TrxR1 substrate: is turned over as a substrate by rat TrxR1; Potency, µM (doses to about 114 µM), inactives show top-dose activity change, negative = substrate turnover; AID 588456; O89049; purified TrxR1 substrate turnover, NADPH consumption readout; actives 0.01% (n = 390,000); note: % is set by controls: 0 for no effect and ±100 for the full control effect; nearly all actives have a fitted effect of over 50% in size
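Rat TrxR1, dispensed at 90 nM, was prereduced with 400 uM NADPH (final) for 5 min at ~22 deg C, then incubated with compound 15 min before 400 uM selenite. A first-read NADPH fluorescence drop versus no-compound background flagged substrates.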
RXFP1 agonist: agonists of human relaxin receptor RXFP1 | AID 2676 | Potency, µM (titrated, usually from 57.5 µM), without a hit: at the top dose activation, most hits filed as activators | actives 0.3% (n = 370,000) | Q9HBX9 | HEK293T-RXFP1 cAMP TR-FRET, 30 min; response scale: percent of porcine relaxin response, buffer zero; note: % is set by controls: 0 for no effect and ±100 for the full control effect; nearly all actives have a fitted effect of over 60% in size; many of its hits are not listed in these tables
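Agonist response is measured as cAMP accumulation in an RXFP1-transfected HEK293T line under PDE4 inhibition. Values are scaled between buffer-only and 29 nM porcine relaxin, and EC50s come from standard Hill equation fits.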
USP1 inh: blocks the human USP1/UAF1 deubiquitinase complex; recombinant USP1/UAF1, Ub-Rhodamine cleavage fluorescence; Potency, µM (doses to about 57.1 µM), inactives show top-dose activity change, negative = inhibition, hits mostly inhibitors; actives 0.23% (n = 390,000); AID 743255; note: % is set by controls: 0 for no effect and ±100 for the full control effect; nearly all actives have a fitted effect of over 60% in size; inactives centre near -12
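1 nM enzyme complex + cpd, 15 min RT; start with Ub-Rho 150nM final; kinetic fluorescence ex 480/em 540, 6 reads q60 s. Buffer 50mM HEPES pH 7.8, 0.5mM EDTA, 0.1 mg/ml BSA, 1mM TCEP, 0.01% Tween-20.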
Vif-A3F inh: blocks the Vif interaction with APOBEC3F; HeLa A3F-eYFP + Vif (tagged APOBEC3F with the HIV-1 protein that degrades it), YFP fluorescence increase; Potency, µM (doses to about 46.1 µM), for inactives: at the highest dose activity, negative = active; actives 0.2% (n = 390,000); note: % of control where 0% means no effect; nearly all actives have a fitted effect of over 65% in size
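HeLa cells stably expressing Vif plus C-terminally eYFP-tagged A3F were seeded, incubated overnight at 37 deg C, dosed with compound, incubated overnight again at 37 deg C. Yellow fluorescence (Ex 488/Em 500-530) reported blocked Vif-mediated A3F-eYFP degradation.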
Vif-APOBEC3G blk: Vif-A3G binding inhibition | AID 602310 | Potency, µM (highest dose often 46.1 µM), for inactives: top-dose activity, negative = active, actives largely listed as inhibitors | actives 0.076% (n = 410,000) | HeLa A3G-eYFP + Vif (tagged APOBEC3G with the HIV-1 protein that degrades it), YFP fluorescence, overnight | Q9HC16;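 note: % is set by controls: 0 for no effect and ±100 for the full control effect; nearly all actives have a fitted effect of over 60% in size; hits raise eYFP signal because A3G escapes Vif-driven loss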
Target sequence (Q9HC16 whole entry, looked up): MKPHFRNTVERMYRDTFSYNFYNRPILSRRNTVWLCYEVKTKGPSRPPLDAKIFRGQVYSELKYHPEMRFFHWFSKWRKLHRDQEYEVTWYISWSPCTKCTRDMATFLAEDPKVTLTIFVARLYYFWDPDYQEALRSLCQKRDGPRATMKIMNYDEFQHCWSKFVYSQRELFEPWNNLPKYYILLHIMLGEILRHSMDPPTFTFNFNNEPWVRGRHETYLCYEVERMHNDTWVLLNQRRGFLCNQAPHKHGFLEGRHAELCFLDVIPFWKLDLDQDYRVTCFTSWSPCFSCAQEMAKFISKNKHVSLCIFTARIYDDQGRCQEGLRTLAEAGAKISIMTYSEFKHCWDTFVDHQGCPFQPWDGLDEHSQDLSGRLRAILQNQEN
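Read-out is eYFP fluorescence (Ex 488/Em 500-530) from Vif-expressing HeLa A3G-eYFP cells; more signal means A3G escaped Vif-mediated degradation. Cells plated overnight, compound pinned in, incubated overnight at 37 deg C.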
rTrxR1 inhibitor: blocks rat thioredoxin reductase 1; O89049; recombinant rTrxR1, NADPH fluorescence consumption, selenite substrate; actives 1% (n = 390,000); AID 588453; Potency, µM (top dose mostly 114 µM), for inactives: top-dose activity change, negative = inhibition, usual class: inhibitors; note: % is set by controls: 0 for no effect and ±100 for the full control effect; nearly all actives have a fitted effect of over 65% in size
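Rat TrxR1 (90 nM in the dispensed reagent) was pre-reduced with 400 uM NADPH for 5 min at room temperature, then incubated with compound for 15 min. After 400 uM selenite was added, NADPH fluorescence (Ex 340/Em 450 nm) was followed for 8 min.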
Active calls of the source: *; ? = inconclusive; . = no result given; & = joins results of further samples; ! = a repeat was not active; [ ] = another dose, or the depositor's remark. Calls come from the whole dose curve; as a rule, active = well fitted curve in the direction sought with a large enough effect; inconclusive = small, poorly fitted or top-dose-only effect, or another doubt; inactive = no such curve, though single readings can be large; an effect the other way counts as inactive or inconclusive. Potency is the fitted concentration of half-maximal effect.

1. Cc1c(C(=O)OCc2nc3scc(-c4ccccc4)c3c(=O)[nH]2)cccc1[N+](=O)[O-]
2. COc1ccc(CNC(=O)C2CCN(S(=O)(=O)c3ccccc3)CC2)cc1
3. CCc1nnc(NS(=O)(=O)c2ccc(NC(=O)c3ccccc3)cc2)s1
4. COc1cccc(/C=N/NC(=O)CNC(=O)c2ccncc2)c1O
5. CCn1cc(C(=O)OCC(=O)Nc2ccc(C)c(Cl)c2)c(=O)c2ccc(C)nc21
6. COC(=O)C1CCCN1S(=O)(=O)c1ccc([N+](=O)[O-])cc1 (stereo not given)
7. COCCCNC(=O)c1ccc2nc(Cc3ccc(OC)cc3)oc2c1
8. NC(=O)C1CCN(C(=O)c2cc3ccccc3cc2O)CC1
compound no.	1	2	3	4	5	6	7	8
RGS4 inhibitor	4%	-21%	-18%	14%	37%	-7%	17%&-18%	-45%
ALOX12 inh	-17%	-5%	2%	8%	?	84%[activator]	?	-7%
IDH1 R132H inh	-2%	3%	-10%	-9%	0%	-4%	0%&-27%	11%
TrxR1 substrate	6%[57.1 µM]	-13%	2%	-1%	-1%	0%	8%	-2%
RXFP1 agonist	0.1%	-2.3%	1.9%	-3.1%	-1.1%	0.1%	-0.1%&0.5%	0.4%
USP1 inh	-14%	2%	-9%	-5%	-15%	-28%	-20%&-22%	-10%
Vif-A3F inh	13%	-21%	0%	0%	-10%	-8%	-8%&6%	-4%
Vif-APOBEC3G blk	3%	-1%	2%	0%	-3%	-4%	1%&3%	0%
rTrxR1 inhibitor	16%	-15%	28%	15%	28%	7%	15%	1%

9. Cc1ccc(CNC(=O)c2ccc(NS(=O)(=O)c3cccs3)cc2)cc1
10. c1csc(-c2csc3nc(CN4CCOCC4)nc(NCc4ccc5c(c4)OCO5)c23)c1
11. O=C(NCc1cccc2ccsc12)c1cccs1
12. CC1CC(C)CN(C(=O)COC(=O)c2nccnc2N)C1 (stereo not given)
13. COC(=O)c1sc(N2C(=O)c3oc4ccc(C)cc4c(=O)c3C2c2ccc(O)c(OC)c2)nc1C (stereo not given)
14. CC(=O)N/C(=C\c1ccc(Br)s1)C(=O)O
15. C[C@@H](C(=O)OCC(=O)c1ccccc1)N1C(=O)C2CCCCC2C1=O (stereo not given in full)
16. COCCNC(=S)N(CCc1c(C)[nH]c2ccc(C)cc12)Cc1cccnc1
compound no.	9	10	11	12	13	14	15	16
RGS4 inhibitor	1%	-21%	-8%	15%	-10%	15%	16%	10%
ALOX12 inh	-6%	10%	8%	-2%	?	.	9%	?
IDH1 R132H inh	-6%	-16%	20%	-10%	-13%	13%	-1%	-9%
TrxR1 substrate	0%	-6%	-8%[57.1 µM]	414%[activator]	0%	-8%[57.1 µM]	4%	-11%
RXFP1 agonist	10%	2.6%	1.6%	2.8%	0.3%	0.5%	.	-2.6%
USP1 inh	-12%	?	-26%	-26%	3%	-20%	-19%	-12%
Vif-A3F inh	1%	.	-1%	-3%	-1%	10%	-11%	2%
Vif-APOBEC3G blk	-3%	-1%	1%	-10%	-1%	0%	1%	0%
rTrxR1 inhibitor	18%	-9%	10%[57.1 µM]	?	1%	-13%[57.1 µM]	7%	-15%

Single records, from the list above.
CC1CC(C)CN(C(=O)COC(=O)c2nccnc2N)C1 (stereo not given) across the screens: RGS4 inhibitor = 15%; ALOX12 inh = -2%; IDH1 R132H inh = -10%; TrxR1 substrate = 414%[activator]; RXFP1 agonist = 2.8%; USP1 inh = -26%; Vif-A3F inh = -3%; Vif-APOBEC3G blk = -10%; rTrxR1 inhibitor = ?
C[C@@H](C(=O)OCC(=O)c1ccccc1)N1C(=O)C2CCCCC2C1=O (stereo not given in full) across the screens: RGS4 inhibitor = 16%; ALOX12 inh = 9%; IDH1 R132H inh = -1%; TrxR1 substrate = 4%; RXFP1 agonist = .; USP1 inh = -19%; Vif-A3F inh = -11%; Vif-APOBEC3G blk = 1%; rTrxR1 inhibitor = 7%

Continuation.
17. CC1(C)CCC(=O)c2ccccc21
18. COc1ccc(OC)c(NC(=O)COC(=O)COc2c(Cl)cc(Cl)c3ccc(C)nc23)c1
19. CCOC(=O)c1c(C)[nH]c(CCC(=O)NCc2ccc(CC)cc2)c1C
20. Cc1ccc(C)c(S(=O)(=O)NCCOC(=O)Nc2sc(=S)n(C)c2C)c1
21. COc1ccc(S(=O)(=O)N2CCC(C(=O)NCCC3=CCCCC3)CC2)cc1C
22. CCCCn1c(N)c(N(CCOC)C(=O)C2CCN(C(=O)c3ccc(Cl)cc3)CC2)c(=O)[nH]c1=O
23. Cc1nn(C)c(Oc2ccccc2)c1CCNS(=O)(=O)c1ccc(Cl)cc1
24. CNC[C@H]1OCc2ccccc2-c2ccccc2C(=O)N([C@@H](C)CO)C[C@H]1C
compound no.	17	18	19	20	21	22	23	24
RGS4 inhibitor	20%	-39%	-1%	-46%	1%	30%	-14%	.
ALOX12 inh	-2%	10%	-21%	-19%	-21%	-16%	-32%	3%
IDH1 R132H inh	0%	3%	-17%	-5%	1%	-2%	0%	4%
TrxR1 substrate	5%[57.1 µM]	3%	-7%[57.1 µM]	2%	2%[57.1 µM]	5%	11%[57.1 µM]	.
RXFP1 agonist	.	.	0.6%	-2.8%	-0.4%	-2.2%	1.5%	.
USP1 inh	6%	-10%	-8%	2%	-7%	3%	-19%	-17%
Vif-A3F inh	4%	4%	-3%	-14%	-1%	-10%	0%	0%
Vif-APOBEC3G blk	2%	0%	1%	2%	0%	1%	-1%	-7%
rTrxR1 inhibitor	7%[57.1 µM]	23%	-2%[57.1 µM]	-10%	2%[57.1 µM]	23%	12%[57.1 µM]	.

25. C[C@H](CO)N1C[C@H](C)[C@@H](CN(C)C(=O)Nc2cccc(F)c2)Oc2ncc(Br)cc2C1=O
26. COc1ccc(C(C(=O)NCc2ccccc2)N(C(=O)c2snc(C(N)=O)c2N)c2ccccc2OC)cc1 (stereo not given)
27. OCC(CBr)(CBr)CBr
28. N#CCC(=O)Nc1ccc(C(=O)N2CCN(S(=O)(=O)c3ccc4ccccc4c3)CC2)cc1
29. COc1ccc(C(C)=O)cc1CC(=O)Nc1ccccc1-c1ccccc1
30. COc1ccccc1-c1cc(C(=O)NCCCN2CCOCC2)no1
31. O=C1CC2(CCCCC2)Oc2ccc(Cl)cc21
32. O=C(CSc1nnc(Cc2cccs2)n1Cc1ccco1)Nc1cccc(Cl)c1
compound no.	25	26	27	28	29	30	31	32
RGS4 inhibitor	.	-2%	32%	-5%	-18%	-6%	3%	?
ALOX12 inh	?	-8%	-1%	6%	-8%	-18%	2%	0%
IDH1 R132H inh	12%	17%	25%	0%	0%	2%	-4%	0%
TrxR1 substrate	.	61%[activator]	0%	-3%	2%	11%	44%	6%
RXFP1 agonist	.	0.6%	1.0%	2.4%	-3.7%	1.0%	.	-0.7%
USP1 inh	-10%	-18%	10%	-24%	-19%	-9%	-7%	-15%
Vif-A3F inh	0%	4%	4%	4%	2%	0%	6%	-7%
Vif-APOBEC3G blk	2%	-15%	-1%	-4%	-5%	-1%	3%	1%
rTrxR1 inhibitor	.	44%[activator]	19%	15%	7%	34%	-3%[57.1 µM]	25µM*

Shown as a hit in rTrxR1 inhibitor, among the entries above:
| No. | Molecule | RGS4 inhibitor | ALOX12 inh | IDH1 R132H inh | TrxR1 substrate | RXFP1 agonist | USP1 inh | Vif-APOBEC3G blk | rTrxR1 inhibitor |
| --- | --- | --- | --- | --- | --- | --- | --- | --- | --- |
| 32 | O=C(CSc1nnc(Cc2cccs2)n1Cc1ccco1)Nc1cccc(Cl)c1 | ? | 0% | 0% | 6% | -0.7% | -15% | 1% | 25µM* |

Going on with the list:
33. O=c1oc2ccccc2cc1-c1nnc(-c2cccc(Br)c2)o1
34. COc1ccc(Br)cc1CN1CCN(C(=O)c2ccc(F)cc2)CC1
35. COCCNC(=O)C(c1ccccc1C)N(C(=O)Cn1nnc2ccccc21)c1cccnc1 (stereo not given)
36. N#CCCCSc1nnc(Cc2ccc3c(c2)OCO3)o1
37. O=C(CCNc1n[nH]c(=O)[nH]c1=O)N1CCCCC1
38. CCc1oc2ccccc2c1C(=O)c1cc(Br)c(O)c(Br)c1
39. O=C(Nc1nnc(-c2ccccc2Cl)o1)c1ccco1
40. COc1ccc(NC(=O)C2CCN(C(=O)c3ccccc3)CC2)cc1OC
compound no.	33	34	35	36	37	38	39	40
RGS4 inhibitor	9%	-5%	-5%	-34%	10%	-23%	3%	12%
ALOX12 inh	-2%	-26%	0%	?	0%	45µM*!	17%	5%[57.4 µM]
IDH1 R132H inh	2%	6%	-2%	2%	9%	8%	9%	-1%
TrxR1 substrate	1%	-2%[57.1 µM]	-11%	0%	7%	-7%	-5%	19%[57.1 µM]
RXFP1 agonist	1.3%	-0.9%	-2.7%	-0.8%	1.9%	22%&7.9%	0.0%	0.2%
USP1 inh	-5%	-7%	-7%	-6%	-14%	?	2%	-8%
Vif-A3F inh	1%	-10%	.	.	5%	-5%	-8%	-1%
Vif-APOBEC3G blk	1%	-3%	1%	0%	2%	-13%	-2%	2%
rTrxR1 inhibitor	-16%	9%[57.1 µM]	-13%	-1%	29%	-2%	1%	40%[activator][57.1 µM]

Assay outcomes deposited in PubChem by National Center for Advancing Translational Sciences (NCATS).

An excerpt (hit frequency here may not be typical).
